# Compound activity: PubChem, several laboratories
# TcdB inh = TcdB glycohydrolase inhibitors, primary screen, biochemical, single point, plate reader; 350,000 tested, 0.24% active; AID 652162, 2013; inhibition, % at 9.99 µM; TcdB glycohydrolase enzymatic assay; Toxin B (Clostridioides difficile), P18177; in the data active = inhibition above about 10%
# Anthrax LF inh2 = Bacillus anthracis LF protease inhibitors, primary screen, biochemical, multiplex microsphere, MLPCN library; multiplex microsphere protease cleavage assay; inhibition, % at 10 µM; 360,000 tested, 0.12% active; AID 588501, 2011; note: plate controls were buffer without enzyme for full effect and enzyme alone for no effect
# BoNT A protease = BoNT/A light chain protease inhibitors, primary screen, biochemical, flow cytometry, MLPCN library. Botulinum neurotoxin type A light chain protease (Clostridium botulinum A str. ATCC 3502). 360,000 tested, 0.17% active. multiplex microsphere protease substrate cleavage. AID 588499, 2011. inhibition, % at 10 µM; note: plate controls were buffer without enzyme for full effect and enzyme alone for no effect
# PriA SSB inh = inhibitors of Klebsiella pneumoniae PriA binding to SSB C-terminal tail, primary screen, biochemical, AlphaScreen; 430,000 tested, 0.6% active; AlphaScreen SSBct-PriA binding, biotinylated peptide; inhibition, % at 33 µM; AID 1272365, 2023; PriA–SSB C-terminal tail interaction (Klebsiella pneumoniae); in the data active = inhibition mostly above about 37%, no sharp cut-off; inactive = mostly below about 20%;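 note: plate controls were negative control peptide for no effect and reference peptide for full effect; strong numbers were not always called active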
# Vc quorum ag = inducers of Vibrio cholerae quorum light production without autoinducers, primary screen, BH1578 luxS cqsA deficient, single point; activation, % at 18.7 µM; AID 588436, 2011; 350,000 tested, 0.16% active; V. cholerae BH1578 lux reporter, luminescence, 6 h; in the data active = activation mostly above about 9.7%, no sharp cut-off; inconclusive = no clear call, values can overlap the other calls; inactive = mostly below about 3.7%; note: not every result past the cut was called active; inactives centre near 0; reference of the scale not given here
# PfHsp40 yeast = rescue of yeast from PfHsp40 toxicity, primary screen, S. cerevisiae, ATP luminescence | 340,000 tested, 0.68% active | growth rescue, % at 12.5 µM | AID 504582, 2011 | S. cerevisiae expressing PfHsp40, growth rescue; in the data active = growth rescue above about 28%, passing the limit was not always enough; inconclusive = no clear call, values can overlap the other calls;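 note: yeast W303a lacking pdr1 and pdr3 grown in galactose medium; growth measured after three days at 30 °C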
# SARS 3CLpro inh = SARS-CoV 3CLpro protease inhibitors, primary screen, biochemical, quenched FRET; AID 1706, 2009; 290,000 tested, 0.14% active; Replicase polyprotein 1ab (Severe acute respiratory syndrome coronavirus), P0C6X7; inhibition, % at 6 µM; recombinant SARS-CoV 3CLpro, quenched FRET peptide cleavage; in the data active = inhibition above about 12%
# Yp Topo-I inh = Yersinia pestis topoisomerase I inhibitors, primary screen, biochemical, cleavage product accumulation, plate reader, single point | DNA topoisomerase I (Yersinia pestis CO92) | Y. pestis Topo-I cleavage product accumulation | activity, % at 10 µM | 360,000 tested, 0.064% active; in the data active = activity above about 50%, passing the limit was not always enough; inconclusive = no clear call, values can overlap the other calls; note: inactives centre near 2
# PrPC surface inh = inhibitors of human cell surface prion protein PrPC, primary screen, cell-based, TR-FRET | AID 720596, 2013 | 370,000 tested, 0.43% active | Major prion protein (Homo sapiens), P04156 | inhibition, % at 13.8 µM | TR-FRET read-out; in the data active = inhibition above about 24%; note: 0% = median of the test wells and 100% = reference compound wells
# Active calls of the source: *; i = inactive; u = inconclusive; x = no result given; & = joins results of further samples. Cut-off read from the data, not from the text of the source, unless noted: active = inhibition above about 30%; inconclusive = no clear call, values can overlap the other calls; inactive = below that. This is a subset; count on the stated rates, not on these rows.
SMILES,TcdB inh,Anthrax LF inh2,BoNT A protease,PriA SSB inh,Vc quorum ag,PfHsp40 yeast,SARS 3CLpro inh,Yp Topo-I inh,PrPC surface inh
Cc1nn(CCCC(=O)NCCc2ccccc2)c(=O)c2nccn12,-0.2,1,-0.4,1,i,-0.3,-2,4,-3
COC(=O)CSc1nc2c(c(=O)n(C)c(=O)n2C)n1CCC(C)C,x,-1,0.0,-22,0.3,0.3,x,-8,1
C=CCSc1nnc(-c2ccccc2NC(=O)CC)c(=O)[nH]1,x,0,-0.7,-8,-6.7,-0.3,-6,-7,-9
c1ccc(-c2cc(-c3nnco3)c3ccccc3n2)nc1,0.1,2,-1.3,-6,-0.3,0.5,-3,-6,-11
COc1ccc(S(=O)(=O)NCc2ccccn2)c(C)c1C,1.5,-3,6.9,0,i,0.2,-1,-3,0
Cc1cc(C)n(-c2ccc(C(=O)OC(C)C(=O)Nc3ccc(C(N)=O)cc3)cc2)n1 (stereo not drawn),3.2,-1,-2.6,-3,1.2,0.7,x,12,0
Cc1nn(CC(=O)N2CCN(C(=O)c3ccco3)CC2)c(C)c1[N+](=O)[O-],0.8,0,0.0,-13,i,-0.1,x,7,8
COc1ccc2oc(=O)c(C(C)=O)cc2c1,1.0,-4,0.7,-5,i,-0.7,-1,-7,-4
Cc1cccc(NC(=O)CCC(=O)N/N=C/c2cccnc2)c1,-0.4,-1,0.9,x,-0.4,0.0,-3,3,1
CC1(C(=O)NCc2cccc(C(F)(F)F)c2)CCN1Cc1cc2ccccc2o1 (stereo not drawn),0.7,0,-0.3,x,3.0,x,x,23,9
Cc1cccc(OCC(=O)Nc2cccc(C(=O)NCC(C)C)c2)c1,x,-5,-0.3,-7,i,0.9,-1,-8,5
COc1ccc(Cl)cc1/C=C/c1ccc2cccc(O)c2n1,0.0,5,2.1,-4,-0.9,-0.3,0,-8,-11
Cc1cccc(SCC(=O)Nc2ccc3c(c2)OCCO3)c1,0.8,-2,-2.1,-4,i,0.9,2,8,3
COc1ccc(NC(=O)COC(=O)/C=C/c2ccccc2[N+](=O)[O-])cc1,x,4,0.2,11,-0.8,18,4,-12,3
COc1ccc(/C=N\Nc2ccccc2[N+](=O)[O-])c(C(=O)O)c1OC,-0.9,-1,0.3,x,-0.4,-0.5,5,-2,-26
COc1ccc(C(=O)CC(SCC(NC(C)=O)C(=O)O)c2ccc(Cl)cc2)cc1OC (stereo not drawn),-5.2,4,-4.6,-6,i,-0.1,-3,1,13
Cc1ccc(CS(=O)(=O)Cc2ccc(C(=O)NCc3ccccn3)o2)cc1,x,-4,1.4,5,5.3,-1.4,-5,5,-4
CC[C@]12c3[nH]c4ccc(Cl)cc4c3CCN1C(=O)[C@@H](CC(=O)NCC13CC4CC(CC(C4)C1)C3)C[C@@H]2C(=O)N1CCN(C(=O)C2CC2)CC1,-4.9,3,-0.4,-5,i,1.6,x,20,7
Cc1cc2c(c(=O)n1CCN(C)C)C(c1ccc(Br)cc1)C(C#N)=C(N)O2 (stereo not drawn),0.7,-2,0.4,-5,x,-0.3,3,-4,0
COC(=O)c1ccc(CNC(=O)COC(=O)Cc2ccsc2)cc1,-0.3,2,-0.8,5,-0.1,1.4,0,4,8
COC(=O)c1cc2ccsc2n1CC(=O)Nc1ccc(N(C)C)cc1,x,-9,0.3,25,i,0.2,-5,0,11
Cc1ccc(C(=O)NC(=S)Nc2ccc3c(c2)OCCO3)c(C)c1,x,x,x,-1,0.9,10,-2,0,0
COc1ccc(C(=O)NCc2cccs2)cc1S(=O)(=O)N1CCOCC1,-0.7,-4,0.1,7,4.3,0.8,3,-4,-4
CCOC(=O)N1CCN(C(=O)c2ccc(Cn3c(=S)[nH]c4cc5c(cc4c3=O)OCO5)cc2)CC1,x,0,-0.2,-5,-0.3,-0.6,5,9,2
COC(=O)C1=C(COc2ccccc2)NC(=O)NC1c1ccc(Br)cc1 (stereo not drawn),1.6,5,-0.9,-19,-0.8,0.2,7,5,-4
# Going on with the list.
SMILES,TcdB inh,Anthrax LF inh2,BoNT A protease,PriA SSB inh,Vc quorum ag,PfHsp40 yeast,SARS 3CLpro inh,Yp Topo-I inh,PrPC surface inh
O=S(=O)(Nc1nc2ccccc2nc1N1CCN(c2ccccc2F)CC1)c1ccc(Cl)cc1,x,6,-0.9,-3,-0.6,0.2,3,-6,1
Cc1ccc(Nc2nc(NCc3cccs3)nc3ccsc23)c(C)c1,-0.4,1,0.3,x,-4.5,x,x,11,20
Cc1nc2ccc(NC(=O)COc3cccc(F)c3)cc2s1,3.4,-3,5.1,-12,i,242*,2,-3,-2
COc1ccccc1C(=O)NCCn1cc(SCC(=O)Nc2cc(C)on2)c2ccccc21,x,-4,u,13,3.0,0.3,2,27,-3
Clc1ccc(COc2ccccc2-c2ccnc3ncnn23)cc1,1.8,-3,-1.8,-6,i,-1.3,3,-6,-8
CCCOc1ccc(C(=O)N(Cc2cccs2)C2CCS(=O)(=O)C2)cc1 (stereo not drawn),1.2,x,x,-4,i,-2.3,7,23,1
COc1cc(NS(=O)(=O)c2c(C)[nH]c(C)c2C(=O)N2CCCC2)cc(OC)c1OC,0.9,-1,-0.8,-10,-0.4,-0.3,-2,0,-1
Cc1c(NC(=O)/C(C#N)=C/c2ccccc2)c(=O)n(-c2ccccc2)n1C,-0.4,-4,-0.4,-5,i,0.3,-2,1,-4
O=C(NC1CCN(C(=S)Nc2ccccc2Cl)CC1)C1CCCCC1,0.4,-5,-3.3,-4,-0.6,-0.4,-5,0,2
S=c1[nH]c(-c2ccccc2)cn1/N=C/c1cccs1,1.0,-6,-2.8,x,0.5,3.0,2,-9,-3
C=CCN1C2CCCC1CC(NC(=S)Nc1ccc(Cl)cc1)C2 (stereo not drawn),1.1,-5,-0.4,3,-0.5,-1.1,6,-15,-7
COc1ccc(NC(=S)NC(=O)c2ccccc2Cl)cc1,1.2,0,0.0,4,i,0.9,5,12,9
CC(=O)c1cccc(NC(=O)CSc2nc(=O)n(CCN3CCOCC3)c3c2CCCC3)c1,0.7,-2,-1.0,-7,12,0.0,x,9,-4
CC(C)(C)NC(=O)COC(=O)Cc1ccc(Cl)cc1,x,1,-0.3,-1,-0.8,1.4,7,2,4
CCCCCCOC(=O)C(C#N)c1nc2ccccc2nc1N1CCOCC1 (stereo not drawn),x,-5,2.3,-17,i,0.2,-2,9,-5
CCCN1CCC(N(C)CCc2ccc(OC)c(OC)c2)CC1,x,-2,0.2,-3,-11,0.2,1,4,-8
COc1cc(Nc2cccc[n+]2C)cc(OC)c1OC,-2.1,4,-0.1,6,i,-0.7,2,-4,-7
Cc1ccccc1CN1CCN(CC(=O)NCCCN2CCN(c3ccc(F)cc3)CC2)C1=O,x,-2,1.4,2,x,-0.7,1,20,0
CSc1ncc(CN2CCCC(C(=O)c3cccc(Cl)c3)C2)cn1 (stereo not drawn),1.8,-7,-1.2,-14,-0.6,-0.1,-5,-3,-1
Cc1ccc(OCCOC(=O)C2CCN(S(=O)(=O)c3ccc(C)c(C)c3)CC2)cc1,1.3,-5,2.7,-27,-4.8,0.1,x,30,-1
CCN(CC)CCNc1nc(-n2nc(C)cc2C)nc2sc3c(c12)CC(C)(C)OC3,-0.2,-11,u,-15,i,-0.5,-7,-7,-13
COCCN1C=C2C(=O)C(C)(OC(=O)CCc3ccccc3)C(=O)C=C2C=C1c1ccc(C#N)cc1 (stereo not drawn),1.3,4,1.5,9,-8.3,-0.3,x,8,-7
O=C(O)CCCCC1SCC2NC(=O)NC21 (stereo not drawn),1.6,10,4.2,-9,1.3,-1.5,-1&2,5,-3
O=C(NCc1ccccc1)N1CCC(Cc2ccccc2)CC1,1.4,6,4.6,4,-0.8,0.3,2,15,-9
COc1cccc(-c2noc(CCC(=O)Nc3cccnc3)n2)c1,x,0,-0.3,-5,i,0.6,-4,2,4

# Quoted at random: 2 records from the list.
SMILES,TcdB inh,Anthrax LF inh2,BoNT A protease,PriA SSB inh,Vc quorum ag,PfHsp40 yeast,SARS 3CLpro inh,Yp Topo-I inh,PrPC surface inh
Cc1ccc(Nc2nc(NCc3cccs3)nc3ccsc23)c(C)c1,-0.4,1,0.3,x,-4.5,x,x,11,20
Cc1nn(CCCC(=O)NCCc2ccccc2)c(=O)c2nccn12,-0.2,1,-0.4,1,i,-0.3,-2,4,-3

# The listing continues:
SMILES,TcdB inh,Anthrax LF inh2,BoNT A protease,PriA SSB inh,Vc quorum ag,PfHsp40 yeast,SARS 3CLpro inh,Yp Topo-I inh,PrPC surface inh
O=C(Nc1c(-c2ccccc2)nc2ccccn12)c1ccco1,x,1,u,1,-0.2,-0.6,4,-8,-2
COc1ccc(NCc2nnc(SCC(=O)NCc3ccccc3)n2-c2ccccc2OC)cc1,1.0,1,-0.1,16,x,0.7,6,31,-9
CCOC(=O)CCCSc1nc2sc3c(c2c(=O)[nH]1)CCC3,x,u,u,-9,-0.3,-0.1,2,6,4
Cc1nc(N2CCN(C(=O)c3ccco3)CC2)c(C#N)c2c1CCCC2,1.8,1,-1.2,1,i,-0.8,2,12,-4
Cc1cc(NC(=O)c2ccc3c(c2)C(=O)N(C2CCCCC2)C3=O)no1,x,-11,-0.2,7,x,-1.6,-6,-2,1
Cc1ccc(NS(=O)(=O)c2cc(C(=O)NCc3ccccn3)ccc2Cl)cc1,1.7,-3,0.0,-15,i,-1.1,0,1,40*
O=C(C(=Cc1ccc(F)cc1)C(=O)c1ccccc1)c1ccccc1,1.1,-2,-0.6,x,x,x,x,x,-3
COc1cc(-c2noc(C)c2C(=O)NCc2ccc3c(c2)OCO3)cc(OC)c1OC,1.1,-5,0.0,12,1.2,-0.4,x,2,-3
COc1ccc2c(Cn3cnc4cc([N+](=O)[O-])ccc4c3=O)cc(=O)oc2c1,x,-1,-1.5,-12,0.4,-0.4,-3,2,x
Cc1c([N+](=O)[O-])c([N+](=O)[O-])nn1CC(=O)N1CCOCC1,1.6,8,-0.9,-11,i,-1.5,0,9,4
CN(NC(=O)Nc1ccc(Cl)cc1)c1c(Cl)c(Cl)nn1C,0.1,0,-0.3,-13,i,-1.2,1,-6,2
CC1CCC(NC(=O)c2cccn2C)CC1 (stereo not drawn),2.0,2,1.1,2,i,-0.5,x,-7,0
CC(=O)Nc1ccc(-c2ccnc3c2CC(C)(C(=O)Nc2ccccc2)O3)cc1 (stereo not drawn),-0.2,0,0.0,x,-4.4,x,x,2,-2
O=C(O)c1ccc2c(c1)ncn2C1CCCC1,-0.2,-7,-0.4,-8,-0.9,-0.4,-2,2,-5
COc1ccc(Cc2nn3c(-c4ccccc4Br)nnc3s2)cc1,1.2,0,-0.7,1,-0.5,1.9,1,2,6
COc1ccc(C(=O)NCC(c2cccnc2)N2CCN(c3ccccc3)CC2)cc1OC (stereo not drawn),1.2,0,-1.3,9,-0.1,-0.4,4,14,3
COc1ccc(-c2n[nH]c(C)c2-c2ccc(Cl)cc2)c(O)c1,x,1,0.3,4&-3,i,u,7,-2,-1
CNc1nc(N/N=C/c2cc3c(cc2[N+](=O)[O-])OCO3)nc(Nc2ccccc2)n1,0.9,0,0.6,x,-0.3,11,-2,-24,-11

# 3 compounds from above, reduced to PriA SSB inh, TcdB inh and PrPC surface inh:
SMILES | PriA SSB inh | TcdB inh | PrPC surface inh
O=C(O)c1ccc2c(c1)ncn2C1CCCC1 | -8 | -0.2 | -5
CC(=O)Nc1ccc(-c2ccnc3c2CC(C)(C(=O)Nc2ccccc2)O3)cc1 (stereo not drawn) | x | -0.2 | -2
Cc1nc(N2CCN(C(=O)c3ccco3)CC2)c(C#N)c2c1CCCC2 | 1 | 1.8 | -4
